Screening results (PubChem BioAssay)
Abeta rescue: restores growth of yeast expressing A-beta42 peptide; AID 1347071; Potency, µM (highest dose often 46.1 µM), without a hit: at the top dose growth rescue, usual class: activators; 0.063% of 410,000 active; yeast expressing A-beta42, growth rescue, OD600, 48 h; response scale: 0% DMSO, 100% iron-clioquinol control; also: potency is read from the fitted curve at half-maximal effect; nearly all actives have a fitted effect of over 55% in size
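Yeast A-beta toxicity model in growth medium with pinned compounds, 48 h at 30 C; growth read as absorbance at 600 nm. Normalized to FeCl3/clioquinol equimolar mix (positive) and DMSO (negative).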
Nrf2 inh: inhibitors of Nrf2 signaling | A549 ARE-Fluc reporter, luciferase luminescence, 18-24 h | Potency, µM (top dose mostly 46 µM), inactives show at the top dose activity change, negative = inhibition, actives largely listed as inhibitors | 2.1% of 360,000 active | AID 504444; also: potency is read from the fitted curve at half-maximal effect; % is scaled to controls: 0 for no effect and ±100 for the full control effect; nearly all actives have a fitted effect of over 60% in size
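In this cell-based qHTS, ARE-driven firefly luciferase in A549 cells reports Nrf2 activity; the luminescent signal after BugLite lysis is the measured value, with a prior CellTiter-Fluor read for cell health.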
CCT chaperon mod: modulators of cytosolic chaperonin (CCT/TRiC) activity; purified chaperonin ATPase assay, HTRF ADP detection, 30 min; activity change, % (no concentration beside the values), hits read low; 0.3% of 360,000 active; AID 651819; in the data active = activity change below about -30%; also: % is scaled to controls: 0 for no effect and ±100 for the full control effect
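TRiC at 40 or 20 nM final (batch-dependent) in 30 mM Tris pH 7.4, 100 mM KCl, 5 mM MgCl2, 1 mM DTT, with compound at single 76 uM and 10 uM ATP, 30 min at 37 deg C. ADP detected by HTRF Transcreener, 665/615 ratio.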
Nrf2 ARE act: activators of Nrf2 (ARE) signaling; AREc32 ARE-luciferase reporter (MCF7-derived line), luminescence, 24 h; Potency, µM (series often up to 46.1 µM), for inactives: at the highest dose activation, hits mostly activators; 0.31% of 410,000 active; AID 624171; also: potency is read from the fitted curve at half-maximal effect; % of control where 0% means no effect; nearly all actives have a fitted effect of over 65% in size
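Nrf2 activation is followed as ARE-luciferase induction in the AREc32 line after one day of compound treatment; luminescence is read with Steady-Glo.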
HepG2 tox: counter-screen for TGF-b inhibitors: cytotoxicity in HepG2 cells; Potency, µM (titrated, usually from 46.1 µM), without a hit: at the top dose activity change, negative = cytotoxicity, most hits filed as cytotoxic; HepG2 CAGA-GFP viability, ATP luminescence, 18 h; 0.76% of 410,000 active; also: potency is read from the fitted curve at half-maximal effect; some results filed as inactive show a strong effect at the top dose
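HepG2 CAGA-GFP cells (1000/well, DMEM with 1% FBS) received compound, then TGF-beta at 500 pg/mL final, and were incubated 18 hours at 37 degrees C. Viability was read by CellTiter-Glo luminescence. Media-only wells were set as complete cell-killing and DMSO as no toxicity.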
A549 viability: A549 cytotoxicity, counter-screen for Nrf2 inhibitors; A549 ARE-Fluc cells, CellTiter-Fluor viability, 18-24 h; Potency, µM (highest dose often 46 µM), for inactives: at the top dose activity change, negative = cytotoxicity, most hits filed as inhibitors; 0.16% of 390,000 active; also: potency is read from the fitted curve at half-maximal effect; % is scaled to controls: 0 for no effect and ±100 for the full control effect
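A549 ARE_Fluc cells in 5% FBS OPTI-MEM were exposed to compounds in concentration-response for 18-24 h at 37 deg C. Viability was read by CellTiter-Fluor fluorescence (Ex 405/Em 525) after 30 min, before the luciferase read.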
pAkt inh: inhibitors of Akt phosphorylation. Neuro2A IGF-stimulated pAkt S473 HTRF, 20 min; active compounds read low. activity change, % for hits at 50 µM. 0.32% of 360,000 active. AID 651550; in the data active = activity change below about -80%; inconclusive = mostly about -51% to -80%; also: % is scaled to controls: 0 for no effect and ±100 for the full control effect
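Neuro2A cells in DMEM with 0.5% FBS, overnight at 37 deg C, given compound at single 50 µM final, then IGF (6 nM final) for 20 min at 37 deg C. Lysed; phospho-Akt Ser473 by HTRF after 24 h, 665/615 ratio.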
TGFb SMAD3 inh: TGF-b pathway inhibition; Potency, µM (top dose mostly 46.1 µM), for the others: at the highest dose activity, negative = inhibition, usual class: inhibitors; 1.2% of 410,000 active; AID 588855; HepG2 CAGA-GFP TGF-b/SMAD3 reporter, GFP fluorescence, 18 h; TGF-beta stimulated, 500 pg/mL final; also: potency is read from the fitted curve at half-maximal effect; % is scaled to controls: 0 for no effect and ±100 for the full control effect; nearly all actives have a fitted effect of over 65% in size
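Using HEPG2 CAGA-GFP reporter cells at 1000 cells/well, we pinned test compounds, stimulated with recombinant TGF-beta (500 pg/mL final) and measured total well GFP after 18 h.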
MmCpn inh: inhibitors of Methanococcus maripaludis chaperonin (MmCpn); purified Mm-Cpn ATPase, ADP Transcreener TR-FRET; Potency, µM (doses to about 76.9 µM), inactives show top-dose activity, negative = inhibition, most hits filed as inhibitors; 0.031% of 330,000 active; AID 504842; also: potency is read from the fitted curve at half-maximal effect; % is scaled to controls: 0 for no effect and ±100 for the full control effect; nearly all actives have a fitted effect of over 80% in size
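Reaction buffer contained 30 mM Tris pH 7.4, 100 mM KCl, 5 mM MgCl2 and 1 mM DTT. Mm-CPN (25 nM final) hydrolysed 10 uM ATP over 30 min at 37°C; ADP was read by HTRF.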
* marks the source's active call; other numbers are inactive results; i = inactive; ? = inconclusive; . = no result given; & = joins results of further samples; [ ] = dose if it differs, or a comment. Unless noted, calls follow the shape of the dose curve; as a rule, active = well fitted curve in the direction sought with a large enough effect; inconclusive = small, poorly fitted or top-dose-only effect, or another doubt; inactive = no such curve, though single readings can be large; an effect the other way counts as inactive or inconclusive.

structure	MmCpn inh	pAkt inh	Nrf2 inh	Nrf2 ARE act	HepG2 tox	TGFb SMAD3 inh	A549 viability	CCT chaperon mod	Abeta rescue
Cc1oc(-c2cc(F)ccc2F)nc1CN1CCC(C(=O)N2CCOCC2)CC1	1.1%	i	9.4%	0.6%	-1.8%	-12.9%	-7.2%	-0.6	1.1%
CC1c2cccn2CCN1S(=O)(=O)c1ccccc1 (stereo not drawn)	-23.1%	i	-0.1%	0.2%	0.0%	-3.8%	3.6%	0.7	-7.7%
COC(=O)[C@H]1C2CCC(C(=O)OC)(CC2)[C@H]1C(=O)OC	0.0%	i	21.3%	-0.7%	0.8%	-3.0%	2.7%	-3.5	-12.7%
CCN(CC(=O)NC1CC1)S(=O)(=O)c1ccccc1	-1.1%	i	-2.8%	-0.1%	2.6%	4.8%	-0.3%	-0.2	-12.8%
COc1cc2c(cc1OC)CN(C(=O)c1ccc(-c3ccccc3)cc1)CC2	0.1%	i	-12.1%	0.7%	-13.2%	?	-2.6%	1.8	2.0%
COc1cc2ccccc2cc1C(=O)N/N=C/c1cccs1	.	i	.	?	3.0%	-15.9%	.	0.5	-15.1%
Cc1ccc([N+](=O)[O-])c(C(=O)N/N=C/c2cccnc2)c1	1.0%	i	15.1%	0.5%	13.1%	-20.0%	0.2%	0.9	3.9%
CN(C)C(=O)c1cc(F)ccc1Sc1cc(Cl)ccc1Cl	-0.8%	i	.	0.5%	5.3%	-33.4%	7.8%	1.1	-2.7%
O=C(O)Cc1ccc(Nc2cnn(C34CC5CC(CC(CC(=O)O)(C5)C3)C4)c(=O)c2Cl)cc1	?	i	-7.2%	-0.6%	-9.9%	-20.3%	-1.0%	1.0	-3.8%
CC(C)c1cc(C(=O)NCCc2ccccc2)no1	1.1%	i	27.4%	0.7%	-32.8%	-1.9%	15.8%	-0.3	3.0%
CCOC(=O)c1ccc(-n2c(N)c(C(=O)NCC3CCCO3)sc2=S)cc1 (stereo not drawn)	-0.4%	i	9.4%	-0.9%	-22.2%	-9.0%	-3.3%	-2.1	-23.2%
CCOC(=O)c1c(-c2ccc(C)cc2)csc1/N=C/N(C)C	-1.6%	i	-12.8%	8.9%	1.2%	-2.4%	2.5%	-0.9	-25.2%
Cc1ccccc1-c1nc(CN2CCC(C(=O)NCc3ccccc3Cl)CC2)c(C)o1	.	.	10.4%	3.7%	-15.8%	-4.7%	-10.2%	.	-12.6%
CCOC(=O)CNC(=O)COc1coc(CN2CCN(c3ccccc3)CC2)cc1=O	0.6%	i	-4.4%	-0.2%	-1.2%	-8.1%	-0.3%	-1.1	3.8%
CC1CCc2c(C(=O)NCc3cccnc3)csc2C1 (stereo not drawn)	-0.3%	i	?	2.3%	-24.1%	-4.7%	2.0%	1.1	10.4%
CCOC(=O)c1ccc(NC(=O)Nc2c[nH]c(=O)[nH]c2=O)cc1	.	.	?	1.9%	3.16µM*	12.3%	25.9%	.	-5.9%
CC(C)Cc1nnc(NC(=O)C2CSC3(C)CCC(=O)N23)s1 (stereo not drawn)	2.4%	i	-9.7%	0.2%	-8.8%	-3.5%	-6.2%	0.8	0.6%
COC(=O)[C@@H](NC(=O)Nc1ccc(S(N)(=O)=O)cc1)C(C)C	3.0%	i	-10.5%	-0.9%	-2.1%	-9.3%	-1.0%	-0.7	-5.6%
CCOC(=O)CSc1nnc(CNC(=O)c2ccc([N+](=O)[O-])cc2)n1C	1.5%	i	-2.1%	0.2%	-16.0%	8.7%	4.7%	1.0	17.3%
CCc1nc2ccccc2c(=O)n1NCCc1ccccc1	0.5%	i	6.2%	18.9%	-18.9%	-0.5%	-0.1%	0.6	6.0%
Cc1ccc(CNc2oc(C)nc2C#N)cc1	2.0%	i	-19.0%	-0.1%	0.3%	4.2%	-6.6%	2.1	20.1%
CCOC(=O)c1cccc(NC(=O)NC(C)c2c(-n3cccc3)sc3c2CCN(C)C3)c1 (stereo not drawn)	.	.	1.0%	7.0%	-49.2%	?	-3.1%	.	-16.9%
COc1ccc2oc(C(=O)NCCC(C)C)c(C)c2c1	-8.3%	i	?	1.8%	-13.2%	-10.7%	-1.2%	-5.2	-4.8%
CC(C)CC1(C(=O)NCc2cc(F)cc(C(F)(F)F)c2)C=CCN1C(=O)c1ccccc1 (stereo not drawn)	0.1%	i	-2.8%	4.1%	-2.9%	?	0.9%	0.1	9.3%
Cc1cccnc1NC(=O)c1ccc(OCc2c(C)noc2C)cc1	1.0%	i	8.7%	0.3%	-26.2%	-12.9%	-0.8%	2.0	1.3%
CCCCc1ccc(NC(=O)CN2C(=O)C3CCCCC3C2=O)cc1 (stereo not drawn)	-1.5%	i	-10.0%	0.7%	20.8%	-1.6%	-9.7%	-1.7	32.2%
C=CCNC(=S)NNC(=O)C(CCC(C)C)CC(C)(C)O (stereo not drawn)	-0.1%	i	9.3%	-0.3%	-26.0%	0.0%	-4.2%	-0.3	33.1%
Cc1cc(-n2c(C)cc(C(=O)CN3C(=O)NC4(CCCCC4)C3=O)c2C)no1	-1.2%	i	13.3%	2.5%	-1.0%	?	8.2%	-0.3	-3.4%
Cc1c(CCNC(=O)c2ccc(Br)o2)sc2nc(-c3ccc(F)cc3)nn12	.	.	.	-2.9%	-41.1%	?	-21.2%	.	-14.6%
Brc1ccc(-c2csc(/N=C/N3CCOCC3)n2)cc1	-1.2%	.	?	6.1%	-45.9%	-13.1%	-17.0%	3.1	-23.2%
O=C(N[C@@H](Cc1ccccc1)C(=O)OCc1ccccc1)c1nc[nH]c1C(=O)NC1CCNCC1	0.3%	i	3.9%	0.0%	-13.8%	?	1.6%	-0.9	-7.7%
CCOCCCNC(=S)N1CCCN(c2nc3cc(C)cc(C)c3cc2C#N)CC1	-4.4%	i	?	2.6%	-21.6%	-38.1%	0.3%	-0.4	-10.9%
COc1ccc(-c2cc(C(=O)NC(C)c3ccccc3)c3cc(C(C)C)ccc3n2)cc1 (stereo not drawn)	.	.	.	-0.4%	2.6%	26.1%	-2.6%	.	-6.4%
O=C(CCS(=O)(=O)c1nc(-c2cccs2)cc(C(F)(F)F)n1)Nc1cc(Br)ccc1O	.	.	?	?	6.31µM*	2.51µM*	?	.	-33.3%[inhibitor]
CC1(c2nnc(-c3cccc(Cl)c3)o2)CC(c2ccc(Br)cc2)=NO1 (stereo not drawn)	.	i	5.7%	-0.2%	-4.1%	-12.6%	1.4%	0.2	6.8%
Cc1ccc(CSc2nnc(CS(=O)Cc3ccc(Cl)cc3Cl)n2C)cc1 (stereo not drawn)	-1.2%	i	-2.9%	0.5%	-11.5%	9.0%	-7.5%	-1.2	5.4%
CCCCn1c(N)c(N(CC)C(=O)c2cc(S(=O)(=O)N3CCN(CC)CC3)ccc2Cl)c(=O)[nH]c1=O	1.3%	i	3.8%	0.0%	-37.9%	0.9%	1.3%	2.1	-1.6%
O=C(Nc1cccnc1Cl)c1cc(-c2ccccc2O)on1	-1.2%	i	-12.6%	6.4%	9.3%	-6.8%	1.9%	-0.7	-4.0%
OCCNCCCOc1ccc(Cl)cc1Br	1.3%	i	3.7%	2.8%	-61.5%	12.0%	7.6%	1.7	-2.6%
O=C(NCc1ccc2c(c1)OCO2)c1ccccc1Cl	.	i	11.1%	1.7%	-6.9%	22.0%	-2.7%	0.7	13.8%
CC(C)CCNC(=O)NC(=O)COc1c(F)c(F)cc(F)c1F	-0.1%	i	.	0.1%	3.5%	?	0.1%	-2.5	-6.2%
O=C1CC(N2CCN(c3ccc(Cl)cc3)CC2)C(=O)N1c1ccc(F)cc1 (stereo not drawn)	0.9%	i	0.7%	-0.9%	-42.1%	-15.2%	-1.6%	-2.5	?
COc1cccc(CNC(=O)C2CCN(S(=O)(=O)c3ccc(Br)s3)CC2)c1	3.0%	i	-8.6%	2.1%	-7.4%	1.3%	-9.3%	1.2	1.8%
COc1ccc(OC)c(C2CC(=O)Nc3c2c(=O)[nH]c2ncnn32)c1 (stereo not drawn)	0.3%	i	-16.2%&8.6%	0.0%&-0.9%	3.3%&-1.3%	-5.9%&-21.6%	0.5%&10.0%	0.5	-4.9%&-10.0%
CCS(=O)(=O)N1CC(=O)N(c2cc(C)ccc2C)C(C)(C(=O)NC2CCCCC2)C1 (stereo not drawn)	.	.	28.7%	-1.3%	2.1%	0.0%	8.9%	.	1.4%
O=C1OC(c2ccc(O)cc2)(c2ccc(O)cc2)c2ccccc21	-1.7%[15.4 µM]	i	25.1%	0.1%	-14.7%	-24.6%	-1.6%	0.0	1.6%
O=C1C2C(C(=O)N1c1ccccc1)N1CCCN1C2c1ccccc1 (stereo not drawn)	0.2%	i	0.0%	-0.5%	-12.6%	-6.2%	-0.4%	0.1	-1.6%
COc1ccc(C2C(C(C)=O)=C(O)C(=O)N2CCc2ccccc2)c(OC)c1 (stereo not drawn)	-2.9%	i	-4.5%	-0.6%	-13.0%	-2.0%	.	0.8	-27.5%
O=c1[nH]c(SCc2c(F)cccc2Cl)nc2c1CCC2	.	.	11.8%	-0.1%	12.8%	14.0%	-0.7%	.	-7.1%

Random draw from the library; any-hit rate near 4.3%.
